Screens as filed in PubChem BioAssay.
STAT1 inh = reduces IFN-gamma driven STAT1 reporter signal; 200,000 compounds, 0.35% hits; inhibition, % at 5.5 µM; NIH 3T3 STAT1-luciferase reporter, luminescence;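 active = inhibition above a set limit, the mean inhibition across all tested compounds plus 3 SD, cut at about 34% in these data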;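 note: 0% = IFN-gamma with DMSO and 100% = IFN-gamma with 300 µM nifuroxazide; values of inactives mirror those of a sister screen read the other way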
STAT1 activator = STAT1 signaling activation | AID 932 | activation (% of control), % at 5.5 µM | 200,000 compounds, 2.6% hits | NIH 3T3 STAT1-luciferase reporter, IFN-gamma, luminescence; 100% = IFN-gamma alone, no compound;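 active = activation above the screen-wide mean activation plus 3 SD, cut at about 130% in these data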;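 note: raw ratio to IFN-gamma control signal so 100% means no change and 0% no light; values of inactives mirror those of a sister screen read the other way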
STAT3 activator = increases IL-6 driven STAT3 reporter signal; U3A cells, IL-6 STAT3-luciferase reporter, luminescence; 100% = signal with IL-6 EC80 alone; activation (% of control), % at 5.6 µM; 190,000 compounds, 0.91% hits;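 active = activation above the screen-wide mean of compound activation plus 3 SD, cut at about 130% in these data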;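 note: 0% = background luminescence of wells with medium and substrate only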
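System – human U3A cells carrying STAT3-luciferase construct · Probe or stimulus – Interleukin-6, 33 ng/mL · Schedule – compound 1 h, then IL-6 6 h at 37 °C · Signal – luminescence from STAT3-driven luciferase reporter · Evaluation – percent of IL-6-only median luminescence · Benchmarks – IL-6-only high control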
ROMK primary = human ROMK K+ channel modulation, primary screen; Tet-inducible ROMK, thallium flux fluorescence; actives lie on both sides; B-score at 10 µM; 130,000 compounds, 2% hits;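 active = signal ratio slope over the read window, or its plate-corrected B-score, at least 3 SD from the plate mean, either direction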;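 note: B-score of the F/F0 ratio slope over 7 to 12 s after thallium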
Target sequence (P48048 whole entry, looked up): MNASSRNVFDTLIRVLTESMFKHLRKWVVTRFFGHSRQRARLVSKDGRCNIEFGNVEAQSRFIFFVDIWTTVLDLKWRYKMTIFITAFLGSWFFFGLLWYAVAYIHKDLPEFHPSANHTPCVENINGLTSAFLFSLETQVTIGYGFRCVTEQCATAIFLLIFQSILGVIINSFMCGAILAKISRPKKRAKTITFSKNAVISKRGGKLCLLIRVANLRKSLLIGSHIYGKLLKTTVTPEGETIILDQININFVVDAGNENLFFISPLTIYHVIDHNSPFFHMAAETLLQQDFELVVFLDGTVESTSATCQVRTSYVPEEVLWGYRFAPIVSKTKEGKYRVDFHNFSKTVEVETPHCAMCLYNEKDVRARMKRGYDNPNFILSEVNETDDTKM
STAT3 inh = STAT3 signaling inhibition. inhibition, % at 5.5 µM. U3A cells, IL-6 STAT3-luciferase reporter, luminescence; host cell line lacks STAT1. 190,000 compounds, 0.89% hits;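 active = inhibition above the mean inhibition across all screened compounds plus 3 SD, cut at about 44% in these data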;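 note: 0% = DMSO only wells and 100% = 100 µM nifuroxazide control wells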
NF-kB expr up = raises NF-kB expression in human neuronal cells. NF-kB reporter expression; active compounds read high. fold change at 12.5 µM. 190,000 compounds, 1.6% hits; in the data active = fold change above about 3.3
APP transl inh = APP translation inhibition | 190,000 compounds, 0.82% hits | AID 1285 | inhibition, % at 2 µM | SH-SY5Y APP 5'UTR-luciferase reporter, luminescence;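 active = inhibition above a set limit, derived from the sample mean plus 3 SD, cut at about 45% in these data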; note: values of inactives mirror those of a sister screen read the other way
FLuc act counter = firefly luciferase counter-screen for stimulation assays. ATPlite luciferase biochemical, luminescence, 10 min; 0 = ATP-free wells, 1 = DMSO control. 200,000 tested, under 10 active. P08659. activation factor at 10 µM. AID 1027;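 active = luciferase activation factor, scaled between plate controls, of at least 2 with compound at 10 µM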
Target sequence (P08659 whole entry, looked up): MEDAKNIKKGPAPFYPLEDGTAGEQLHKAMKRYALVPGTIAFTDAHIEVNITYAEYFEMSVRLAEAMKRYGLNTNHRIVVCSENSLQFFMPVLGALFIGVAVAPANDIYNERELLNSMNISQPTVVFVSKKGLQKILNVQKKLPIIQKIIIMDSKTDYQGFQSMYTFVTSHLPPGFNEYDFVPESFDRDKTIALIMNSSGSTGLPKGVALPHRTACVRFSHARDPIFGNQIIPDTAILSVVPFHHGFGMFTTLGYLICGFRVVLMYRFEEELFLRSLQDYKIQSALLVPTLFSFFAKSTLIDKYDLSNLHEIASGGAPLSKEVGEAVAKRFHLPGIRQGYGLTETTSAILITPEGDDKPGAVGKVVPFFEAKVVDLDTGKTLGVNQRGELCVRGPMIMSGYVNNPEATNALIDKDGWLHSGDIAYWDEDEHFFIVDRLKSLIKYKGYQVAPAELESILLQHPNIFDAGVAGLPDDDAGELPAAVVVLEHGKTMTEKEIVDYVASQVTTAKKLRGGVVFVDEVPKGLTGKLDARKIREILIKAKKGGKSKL
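assay system = Luciferase/luciferin detection reagent, cell-free biochemical luciferase assay | also added = ATP substrate | times = 10 min post-reagent at room temperature | measured by = luminescence from luciferase reaction | measure = luciferase activation, seen as luminescence increase over controls | benchmarks = low control with PBS replacing ATP, high control enzyme plus ATP without compound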
FLuc inh counter = Photinus pyralis luciferase inhibition counter-screen; 200,000 compounds, 1.5% hits; ATPLite firefly luciferase biochemical luminescence, 10 min; AID 1006; inhibition, % at 10 µM;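 active = inhibition above about 50% when tested at 10 µM, limit read from the data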
APP 5'UTR act = APP 5'UTR luciferase reporter activation. AID 1276. 190,000 compounds, 1% hits. SH-SY5Y APP 5'UTR luciferase reporter, luminescence; zero percent = DMSO vehicle wells. activation, % at 2 µM;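 active = activation above a set limit, based on mean plus 3 SD of controls, cut at about 140% in these data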; note: values of inactives mirror those of a sister screen read the other way
Numbers without * were called inactive.

Preview, 2 compounds:
CCOC(=O)c1nc(Nc2ccc(N3CCC(C)CC3)cc2)c2ccccc2n1 was read as STAT1 inh 3, STAT1 activator 96, NF-kB expr up 0.41, APP transl inh 3, FLuc act counter 1, FLuc inh counter -1 and APP 5'UTR act -3.
CC1CN(C(=O)c2ccc3c(c2)OCO3)CC(C)O1 (configuration not stated) was read as STAT1 inh 0, STAT1 activator 100, STAT3 activator 100, ROMK primary 0.25, STAT3 inh 0, NF-kB expr up 1.4, APP transl inh 8, FLuc act counter 1, FLuc inh counter -2 and APP 5'UTR act -8.

The whole of this part (from the top)
CCOC(=O)c1nc(Nc2ccc(N3CCC(C)CC3)cc2)c2ccccc2n1 was read as STAT1 inh 3, STAT1 activator 96, NF-kB expr up 0.41, APP transl inh 3, FLuc act counter 1, FLuc inh counter -1 and APP 5'UTR act -3.
CC1CN(C(=O)c2ccc3c(c2)OCO3)CC(C)O1 (configuration not stated) was read as STAT1 inh 0, STAT1 activator 100, STAT3 activator 100, ROMK primary 0.25, STAT3 inh 0, NF-kB expr up 1.4, APP transl inh 8, FLuc act counter 1, FLuc inh counter -2 and APP 5'UTR act -8.
For CCOc1ccc(C(=S)N2CCOCC2)cc1 the results were STAT1 inh 8, STAT1 activator 93, STAT3 activator 98, ROMK primary -0.5, STAT3 inh 3, NF-kB expr up 1.5, APP transl inh -3, FLuc act counter 1, FLuc inh counter -4 and APP 5'UTR act 3.
For COc1ccc(NC(=O)CSc2nnc(N)s2)cc1 the results were STAT1 inh -2, STAT1 activator 102, STAT3 activator 97, STAT3 inh 4, NF-kB expr up 1.4, APP transl inh -8, FLuc act counter 1, FLuc inh counter 3 and APP 5'UTR act 8.
`CCN(CC)S(=O)(=O)c1cccc(C(=O)NCC(=O)OCC(=O)NCc2ccccc2)c1` gave STAT1 inh -5, STAT1 activator 104, STAT3 activator 100, ROMK primary -0.041, STAT3 inh 8, NF-kB expr up 0.98, APP transl inh -24, FLuc act counter 1.1, FLuc inh counter -9 and APP 5'UTR act 24.
For CC(OC(=O)CC(NC(=O)c1ccccc1Cl)c1ccccc1)C(=O)Nc1cccc(Cl)c1Cl (configuration not stated) the results were STAT1 inh 3, STAT1 activator 98, STAT3 activator 106, ROMK primary -2, STAT3 inh -7, NF-kB expr up 1.2, APP transl inh -10, FLuc act counter 1.1, FLuc inh counter -8 and APP 5'UTR act 10.
`CC(C)CCN1CCN(Cc2nc3c(s2)CCCC3)CC1CCO` (configuration not stated) gave STAT1 inh 6, STAT1 activator 94, STAT3 activator 108, ROMK primary 0.23, STAT3 inh 3, NF-kB expr up 1.1, APP transl inh -6, FLuc act counter 1.1, FLuc inh counter -6 and APP 5'UTR act 6.
O=[N+]([O-])c1cnc2ccccc2c1 was read as STAT1 inh 16, STAT1 activator 86, STAT3 activator 107, ROMK primary 0.18, STAT3 inh -9, NF-kB expr up 1.6, APP transl inh -7, FLuc act counter 1.1, FLuc inh counter -6 and APP 5'UTR act 7.
CCCNC(=O)CN(C)S(=O)(=O)c1ccc(F)cc1 was read as STAT1 inh 6, STAT1 activator 95, STAT3 activator 98, ROMK primary 1.1, STAT3 inh 0, NF-kB expr up 1.2, APP transl inh 3, FLuc act counter 1.1, FLuc inh counter -5 and APP 5'UTR act -3.
For Cc1cc(Cl)ccc1NC(=S)NCCN1CCOCC1 the results were STAT1 inh -7, STAT1 activator 106, STAT3 activator 95, STAT3 inh 6, NF-kB expr up 2.1, APP transl inh 2, FLuc act counter 1, FLuc inh counter -2 and APP 5'UTR act -2.
`O=C(NCCO)/C(=C/c1ccc(Br)cc1)NC(=O)c1cccs1` gave STAT1 inh 2, STAT1 activator 97, STAT3 activator 108, STAT3 inh 1, NF-kB expr up 1, APP transl inh -12, FLuc act counter 1, FLuc inh counter -3 and APP 5'UTR act 12.
`COC(=O)c1ccc(OCC(=O)c2ccccc2OC)cc1` gave STAT1 inh -8, STAT1 activator 108, STAT3 activator 91, STAT3 inh 13, NF-kB expr up 1.7, APP transl inh -4, FLuc act counter 0.9, FLuc inh counter 5 and APP 5'UTR act 4.
For Cc1cc(C(F)(F)F)c(C#N)c(Sc2ccccc2)n1 the results were STAT1 inh -1, STAT1 activator 101, STAT3 activator 93, STAT3 inh 12, NF-kB expr up 0.96, APP transl inh -10, FLuc act counter 1, FLuc inh counter 0 and APP 5'UTR act 10.
Screening CC1=CC(C)(C)N(C(=O)CCl)c2ccccc21 returned STAT1 inh 20, STAT1 activator 81, STAT3 activator 92, ROMK primary -1.6, STAT3 inh 14, NF-kB expr up 1.6, APP transl inh -11, FLuc act counter 1, FLuc inh counter 0 and APP 5'UTR act 11.
Screening CC(C)c1ccc(NC(=O)c2n[nH]c(=O)c3ccccc23)cc1 returned STAT1 inh -36, STAT1 activator 133*, STAT3 activator 96, ROMK primary 0.6, STAT3 inh 8, NF-kB expr up 1.2, APP transl inh -66, FLuc act counter 1, FLuc inh counter 1 and APP 5'UTR act 66.
For COc1ccc(/C=C2\N=C(SC)SC2=O)cc1OC the results were STAT1 inh 0, STAT1 activator 100, STAT3 activator 103, STAT3 inh 1, NF-kB expr up 1.1, APP transl inh -5, FLuc act counter 1, FLuc inh counter -4 and APP 5'UTR act 5.
Screening COc1ccc(C(=O)Nc2nc3nccc(-c4ccccc4)n3n2)cc1 returned STAT1 inh -4, STAT1 activator 104, STAT3 activator 109, STAT3 inh -8, NF-kB expr up 0.62, APP transl inh 2, FLuc act counter 0.9, FLuc inh counter 14 and APP 5'UTR act -2.
C/C(=N\NC(=O)COc1cccc(Cl)c1)c1ccc2c(c1)OCCO2 was read as STAT1 inh 1, STAT1 activator 99, STAT3 activator 96, ROMK primary -1.2, STAT3 inh 3, NF-kB expr up 1.2, APP transl inh 15, FLuc act counter 1, FLuc inh counter 0 and APP 5'UTR act -15.
For O=C(/C=C/c1cccs1)c1ccc(NC(=O)c2ccccc2F)cc1 the results were STAT1 inh 0, STAT1 activator 100, STAT3 activator 84, STAT3 inh 23, NF-kB expr up 1.5, APP transl inh -24, FLuc act counter 0.9, FLuc inh counter 11 and APP 5'UTR act 24.
`Nc1nnc(SCCN2C(=O)c3ccccc3C2=O)s1` gave STAT1 inh 0, STAT1 activator 100, STAT3 activator 98, ROMK primary 0.28, STAT3 inh 1, NF-kB expr up 1.2, APP transl inh -2, FLuc act counter 1, FLuc inh counter -5 and APP 5'UTR act 2.
For O=C(NNC(=O)c1ccccc1F)c1cccc(Cl)c1 the results were STAT1 inh -13, STAT1 activator 112, STAT3 activator 101, STAT3 inh -1, NF-kB expr up 1.6, APP transl inh -28, FLuc act counter 1.1, FLuc inh counter -5 and APP 5'UTR act 28.
`COC(=O)c1c(F)c(F)c(NCCO)c(F)c1F` gave STAT1 inh -6, STAT1 activator 105, STAT3 activator 105, STAT3 inh 0, NF-kB expr up 1.1, APP transl inh -5, FLuc act counter 1, FLuc inh counter -2 and APP 5'UTR act 5.
O=C(c1ccccc1)c1ccccn1 was read as STAT1 inh -2, STAT1 activator 100, STAT3 activator 92, ROMK primary -0.12, STAT3 inh 14, APP transl inh 2, FLuc act counter 1, FLuc inh counter -1 and APP 5'UTR act -2.
Screening CCn1nc(C(=O)OCC(=O)c2c[nH]c3ccccc23)c2ccccc2c1=O returned STAT1 inh 16, STAT1 activator 85, STAT3 activator 130, ROMK primary 1.1, STAT3 inh -28, NF-kB expr up 0.69, APP transl inh 12, FLuc act counter 1.1, FLuc inh counter -5 and APP 5'UTR act -12.
For Cc1ccccc1NS(=O)(=O)c1cc(S(C)(=O)=O)ccc1C the results were STAT1 inh 0, STAT1 activator 100, STAT3 activator 99, ROMK primary 0.68, STAT3 inh -2, NF-kB expr up 0.99, APP transl inh 0, FLuc act counter 1.1, FLuc inh counter -7 and APP 5'UTR act 0.
Screening COc1ccc(OC)c(CN2CCCC(CO)C2)c1 (configuration not stated) returned STAT1 inh 4, STAT1 activator 96, STAT3 activator 101, ROMK primary -0.038, STAT3 inh -1, NF-kB expr up 1.1, APP transl inh -6, FLuc act counter 1, FLuc inh counter -1 and APP 5'UTR act 6.
Screening O=C(CCN1C(=O)c2ccccc2C1=O)Nc1ccccc1C(=O)N1CCOCC1 returned STAT1 inh -1, STAT1 activator 101, STAT3 activator 100, STAT3 inh 2, NF-kB expr up 1, APP transl inh 16, FLuc act counter 1, FLuc inh counter -4 and APP 5'UTR act -16.
Screening CCOc1cc(C(=O)OCC(=O)Nc2ccc(SC(F)F)cc2)cc(OCC)c1OCC returned STAT1 inh 0, STAT1 activator 100, STAT3 activator 104, ROMK primary -0.43, STAT3 inh -4, NF-kB expr up 1.1, APP transl inh 10, FLuc act counter 1, FLuc inh counter -3 and APP 5'UTR act -10.
CCOC(=O)N1CCN(S(=O)(=O)c2ccc(F)c(C(=O)Nc3cccc(C)c3C)c2)CC1 was read as STAT1 inh 7, STAT1 activator 93, STAT3 activator 84, ROMK primary 0.32, STAT3 inh 21, NF-kB expr up 0.86, APP transl inh -2, FLuc act counter 1, FLuc inh counter -3 and APP 5'UTR act 2.
Screening Cn1nnnc1Sc1ncnc2scc(-c3ccc(F)cc3)c12 returned STAT1 inh 38*, STAT1 activator 66, STAT3 activator 102, ROMK primary -0.84, STAT3 inh 0, NF-kB expr up 1.8, APP transl inh 0, FLuc act counter 1.1, FLuc inh counter -5 and APP 5'UTR act 0.
Screening Cc1ccc(N2C(=O)CC(Sc3ccccc3C(=O)O)C2=O)cc1 (configuration not stated) returned STAT1 inh 0, STAT1 activator 100, STAT3 activator 101, ROMK primary 0.12, STAT3 inh -4, NF-kB expr up 0.94, APP transl inh -4, FLuc act counter 1.1, FLuc inh counter -6 and APP 5'UTR act 4.
Screening CN1CCN(C(=S)C(=O)Nc2ccccc2)CC1 returned STAT1 inh -1, STAT1 activator 99, STAT3 activator 97, STAT3 inh 10, NF-kB expr up 1.3, APP transl inh 1, FLuc act counter 1, FLuc inh counter -1 and APP 5'UTR act -1.
Screening COCCCNc1nc2nonc2nc1N1CCC(C(C)N2CCOCC2)CC1 (configuration not stated) returned STAT1 inh 6, STAT1 activator 93, STAT3 activator 91, ROMK primary 1, STAT3 inh 15, NF-kB expr up 0.99, APP transl inh 8, FLuc act counter 1.1, FLuc inh counter -8 and APP 5'UTR act -8.
`COc1ccc(C)cc1-n1c(=O)c2ccccc2c2ccccc2c1=O` gave STAT1 inh 25, STAT1 activator 75, STAT3 activator 92, ROMK primary -0.23, STAT3 inh 18, NF-kB expr up 1.1, APP transl inh 5, FLuc act counter 1, FLuc inh counter 0 and APP 5'UTR act -5.
For Cc1cc(=O)oc2cc(OCC(=O)OCC(=O)NC3CC3)ccc12 the results were STAT1 inh -2, STAT1 activator 102, STAT3 activator 98, ROMK primary 0.32, STAT3 inh 2, NF-kB expr up 1.1, APP transl inh -7, FLuc act counter 1, FLuc inh counter -3 and APP 5'UTR act 7.
`O=C(COC(=O)c1ccccc1C(=O)c1ccccc1)c1ccco1` gave STAT1 inh -3, STAT1 activator 103, STAT3 activator 98, ROMK primary 2.2, STAT3 inh 6, NF-kB expr up 0.85, APP transl inh 13, FLuc act counter 1, FLuc inh counter 0 and APP 5'UTR act -13.
